# High-throughput results (PubChem)
# Runt-CBFb FRET – inhibitors of RUNX1 Runt–CBFb binding, primary screen, biochemical, FRET, Cerulean-Runt, Venus-CBFb, uHTS; Runt-related transcription factor 1 (Homo sapiens) + Core-binding factor subunit beta …; Cerulean-Runt/Venus-CBFb FRET ratio 530/480, 1 h; inhibition, % at 20 µM; actives 0.46% (n = 220,000); AID 1496, 2009;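 active means inhibition over about 50% at 20 µM in the single-dose screen, limit read from the data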;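 further: 0% = DMSO wells and 100% = excess unlabeled CBFb competitor control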
# Target sequence (Q01196 whole entry, looked up): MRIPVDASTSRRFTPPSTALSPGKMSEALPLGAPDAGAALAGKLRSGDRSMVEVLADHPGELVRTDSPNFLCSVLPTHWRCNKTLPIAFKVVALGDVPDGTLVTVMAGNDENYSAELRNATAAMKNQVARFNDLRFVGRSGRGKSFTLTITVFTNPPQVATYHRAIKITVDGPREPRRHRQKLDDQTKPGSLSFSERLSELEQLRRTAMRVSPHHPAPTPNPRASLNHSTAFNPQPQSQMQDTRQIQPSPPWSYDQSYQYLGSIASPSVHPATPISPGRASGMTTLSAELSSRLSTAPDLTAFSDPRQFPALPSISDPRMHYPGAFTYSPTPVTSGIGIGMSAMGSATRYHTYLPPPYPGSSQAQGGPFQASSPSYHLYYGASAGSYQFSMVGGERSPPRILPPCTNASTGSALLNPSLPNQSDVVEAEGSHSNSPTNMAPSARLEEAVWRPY
# Target sequence (Q13951 whole entry, looked up): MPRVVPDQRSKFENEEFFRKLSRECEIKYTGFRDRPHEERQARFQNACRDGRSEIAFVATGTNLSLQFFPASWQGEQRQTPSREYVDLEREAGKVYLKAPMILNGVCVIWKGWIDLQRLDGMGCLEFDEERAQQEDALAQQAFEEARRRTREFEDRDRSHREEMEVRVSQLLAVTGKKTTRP
#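 Doses: 20 µM compound in 1% DMSO | Material: Cerulean-labeled Runt domain protein | Amount: Each fluorescent fusion protein 100 nM | Schedule: Two 1 h room-temperature incubations shielded from light | Measured by: FRET fluorescence | Evaluation: Loss of energy transfer signal | Controls: Unlabeled CBFb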
# RBBP9 inh – human RBBP9 inhibitors, primary screen, biochemical, fluorescence polarization, FP-Rh probe, HTS; recombinant RBBP9; actives 0.2% (n = 220,000); inhibition, % at 7.94 µM; AID 1515, 2009;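 active means inhibition above the campaign mean of all tested compounds plus 3 SD, cut at about 14% in these data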;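 further: plate controls were DMSO wells with RBBP9 for no effect and wells lacking RBBP9 protein for full effect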
#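 Test system – recombinant human RBBP9 · Input – RBBP9 2.5 µM in dispensing solution, pre-mixing · Medium – Tris buffer pH 8.0, NaCl, Pluronic · Schedule – preincubation 30 min plus labeling 45 min at 25 °C · Measured by – fluorescence polarization · Measure – % inhibition · Controls – DMSO and no-protein wells · Replicates – one well per compound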
# Ba/F3 V617F tox – reduced viability of JAK2V617F-dependent Ba/F3 cells, primary screen, JAK2V617F inhibitor project, cell-based, Ba/F3 EpoR-JAK2V617F, luminescence; ATP luminescence; actives 1.1% (n = 220,000); inhibition, % at 5.6 µM; AID 1446, 2008;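 active means inhibition above the campaign mean plus 3 SD over all tested compounds, cut at about 24% in these data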;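 further: cytokine-independent growth of Ba/F3 cells driven by EpoR plus mutant JAK2; 0% = DMSO-treated cells and 100% = JAK inhibitor I control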
# BaF3 parental – parental Ba/F3 cell viability inhibition, counter-screen for JAK2V617F inhibitor project, murine pro-B, CellTiter-Glo luminescence; AID 1486, 2009; actives 1.1% (n = 220,000); CellTiter-Glo ATP luminescence; inhibition, % at 5.6 µM;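 active means inhibition above a per-campaign cutoff, the mean inhibition of all tested compounds plus 3 SD, cut at about 27% in these data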;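 further: 0% = DMSO wells and 100% = JAK Inhibitor I control wells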
# NPY Y1 blocker – NPY-Y1 receptor antagonists, primary screen, cell-based | actives 1% (n = 200,000) | Neuropeptide Y receptor type 1 (Homo sapiens), P25929 | inhibition, % at 3.6 µM | HEK293-CNG Y1 cells, membrane potential fluorescence; NPY at EC95, then isoproterenol;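 active means inhibition above the campaign mean inhibition of all tested compounds plus 3 SD, cut at about 20% in these data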;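 further: 0% = DMSO wells given NPY plus isoproterenol and 100% = isoproterenol alone without NPY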
#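 Material: HEK293 cells co-expressing NPY Y1 receptor and cyclic-nucleotide gated channel. Timing: compound incubation 1 h at room temperature, readout 45 min post-stimulation. Signal: fluorescence, membrane potential probe.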
# NPY-Y2 PAM-ag – NPY-Y2 potentiators or agonists, primary screen, cell-based; actives 0.45% (n = 220,000); activation, % at 3.6 µM; cells expressing NPY-Y2, potentiator/agonist read-out; AID 1359, 2008; in the data active means activation above about 27%;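 further: cells stimulated with NPY near EC25 plus isoproterenol at EC100; 0% = vehicle plus submaximal agonist and 100% = vehicle plus saturating agonist; some results beyond the cut were filed as inactive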
# Target sequence (P49146 whole entry, looked up): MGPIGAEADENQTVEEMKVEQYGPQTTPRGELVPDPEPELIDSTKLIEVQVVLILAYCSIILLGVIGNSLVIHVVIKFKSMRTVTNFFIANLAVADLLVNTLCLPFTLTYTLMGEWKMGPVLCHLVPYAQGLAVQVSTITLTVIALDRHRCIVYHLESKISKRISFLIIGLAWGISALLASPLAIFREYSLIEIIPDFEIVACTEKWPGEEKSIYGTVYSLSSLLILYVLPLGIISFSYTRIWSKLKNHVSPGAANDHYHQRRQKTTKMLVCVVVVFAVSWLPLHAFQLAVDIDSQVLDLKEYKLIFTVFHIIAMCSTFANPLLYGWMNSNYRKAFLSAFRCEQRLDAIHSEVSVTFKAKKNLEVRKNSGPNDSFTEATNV
# NPY-Y1 PAM-ag – NPY-Y1 receptor potentiators or agonists, primary screen, cell-based | Neuropeptide Y receptor type 1 (Homo sapiens), P25929 | NPY-Y1 expressing cells, potentiator/agonist activation | activation, % at 3.6 µM | actives 0.37% (n = 220,000) | AID 1304, 2008; in the data active means activation above about 33%, passing the limit was not always enough;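 further: cells stimulated with NPY at EC10 then isoproterenol at EC100; 0% = low agonist plus stimulus and 100% = saturating agonist plus stimulus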
# S1P4 ag – S1P4 receptor agonists, primary screen, cell-based; activation, % at 4.98 µM; S1P4-expressing cell line, agonist reporter assay; actives 0.35% (n = 220,000); Sphingosine 1-phosphate receptor 4 (Homo sapiens), O95977; in the data active means activation above about 11%;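 further: 0% = DMSO vehicle and 100% = reference agonist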
# S1P4 antag – S1P4 receptor antagonists, primary screen, cell-based; AID 1510, 2009; inhibition, % at 4.98 µM; actives 0.26% (n = 220,000); S1P4-expressing cells, antagonist mode, reporter read-out; in the data active means inhibition above about 29%;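 further: 0% = wells stimulated with agonist and 100% = vehicle wells without agonist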
# Numbers without * were called inactive; . = not tested or not shown.
# Order of results – Runt-CBFb FRET	S1P4 antag	RBBP9 inh	NPY Y1 blocker	Ba/F3 V617F tox	BaF3 parental	NPY-Y2 PAM-ag	S1P4 ag	NPY-Y1 PAM-ag
CCCOC(=O)c1ccc(OCC(O)Cn2c(C)nc3ccccc32)cc1 (centres undefined)
  -6	-15	-14	8	4	8	3	-1.0	-5
O=C(CNC(=O)Cc1ccccc1)NCC(=O)OCC(=O)c1cccc2ccccc12
  -1	-12	3	3	-2	0	10	-2.1	22
S=C(NC1CCCC1)N1CCN(c2cccc(Cl)c2)CC1
  0	-10	3	0	1	9	-9	-0.1	18
Brc1cccc(CN2CCCCCCC2)c1
  -1	14	-2	2	0	5	10	-1.4	3
CCCC(=O)N1CCN(c2ccc(NC(=O)C(C)(C)C)cc2Cl)CC1
  0	-2	1	-5	1	2	-30	0.2	0
CC1CC(C)CN(Cc2nc3c(c(=O)n(C)c(=O)n3C)n2CCN2CCOCC2)C1 (centres undefined)
  -1	6	-5	-1	0	6	2	-0.8	-9
O=c1cc(-c2ccccc2)n(S(=O)(=O)c2ccccc2)o1
  1	-2	-5	3	2	5	0	-1.7	0
CCOC(=O)/C(C#N)=C\N(C)C
  -8	-6	5	1	1	4	-5	-0.4	18
O=c1c2cc(-c3ccccc3)sc2nc2n1CCC2
  0	-20	7	3	0	5	15	2.3	10
CSc1nc(N)nc(SCC(=O)C(C)(C)C)c1C#N
  2	-5	-1	10	0	8	0	-4.2	-36
COc1ccc(OC)c(CN2CCN(c3ccccc3OC)CC2)c1
  0	4	2	1	-3	-3	-2	-0.5	-21
Cc1cccc(NC(=O)c2cccs2)n1
  -2	-20	-9	-1	5	0	-8	-0.5	-6
Cc1cc(C)c(S(=O)(=O)N2CCN(C(=O)c3cccs3)CC2)c(C)c1
  -1	20	-7	0	8	6	-16	-3.4	-6
COCCCN1C(=O)c2[nH]nc(-c3ccccc3O)c2C1c1ccc(Cl)cc1 (centres undefined)
  -2	0	-6	2	6	6	6	-0.8	2
O=C(Nc1ccc2[nH]c(=O)[nH]c2c1)C(F)(F)F
  0	-13	-9	2	-3	5	-10	3.0	7
CC(=O)Oc1c(C(=O)c2nnc(C)o2)c(=O)n(Cc2ccccc2)c2ccccc12
  10	-3	6	1	-2	1	5	-0.7	13
CCOc1ncccc1C(=O)NCc1ccccc1
  1	-8	-5	6	-2	3	8	-0.4	-12
COc1ccc(Oc2nc(C(F)(F)F)nc3ccccc23)cc1
  0	-15	1	14	2	4	-26	-0.6	-45
CC(=O)Nc1cccc(C(=O)OCc2ccc(C(=O)Oc3ccc(Cl)cc3)cc2)c1
  -3	5	2	1	-2	-2	14	-1.1	-4
O=C(c1ccccc1)N1CCN(Cc2ccccc2C(F)(F)F)CC1
  -4	11	7	-1	7	12	-3	-0.6	-23
O=C(O)CCNC(=O)CCCn1nnc2ccccc2c1=O
  0	4	-1	.	-2	2	11	0.8	-3
O=C(Nc1ccccc1N1CCCCC1)c1ccc2nccnc2c1
  -9	-21	-5	10	6	7	-18	3.2	-36
O=C(Cn1c2ccccc2c(=O)c2cc([N+](=O)[O-])ccc21)Nc1ccccc1Cl
  -88	-17	-4	12	2	7	-3	2.1	-18
O=C(c1cccc(C(=O)N2CCc3ccccc32)n1)N1CCc2ccccc21
  -1	-25	-9	10	2	8	-5	1.2	1
COc1ccc(S(=O)(=O)N2CCc3ccccc32)cc1C(=O)Nc1cccnc1
  0	19	-10	.	5	3	-22	-0.5	-12
O=C(Nc1sc2c(c1C(=O)O)CCC2)c1cccs1
  6	-30	2	0	1	2	1	0.2	-27
COC(=O)c1ccc(C)c(NC(=O)CN(c2ccc3c(c2)OCO3)S(C)(=O)=O)c1
  2	-4	5	0	-1	1	1	1.1	-1
O=c1c2c(nc3n1CCCCC3)sc1c(O)c(Br)ccc12
  10	-9	4	-2	0	6	5	0.6	3
O=C(CCS(=O)(=O)c1ccccc1)Nc1ccccc1F
  2	8	-1	2	5	10	-7	1.6	-22
N=c1ncn(CC(O)CN2CCOCC2)c2nc(N3CCOCC3)[nH]c12 (centres undefined)
  1	22	-12	1	-4	0	11	-3.1	0
CN1CCN(c2nc3ccccc3nc2C(C#N)S(=O)(=O)c2ccccc2)CC1 (centres undefined)
  42	2	-3	.	-5	7	-23	-1.1	-11
CC(=O)Oc1ccc(-c2cccc(C(=O)OCC(=O)Nc3ccccc3Oc3ccccc3)c2)cc1
  2	1	1	6	0	3	0	-0.8	-15
CC1=C(C(=O)N(C)C)C(c2ccccc2OC(F)F)NC(=O)N1 (centres undefined)
  0	-8	-3	8	-1	6	18	-1.0	9
CCOc1cc(/C=N/n2cnnc2)ccc1OS(=O)(=O)c1ccc(C)cc1
  -4	-22	-6	3	1	9	4	1.5	-6
O=C(CCN1C(=O)c2ccccc2C1=O)NCCC1=CCCCC1
  .	7	1	-1	3	1	-3	-1.1	-6
O=C(N/N=C/c1ccc(F)cc1)c1cc(-c2ccc3c(c2)OCO3)n[nH]1
  -2	2	-10	.	1	-3	-34	0.7	-13
Cc1ccc2cc3c(NC(=O)c4ccco4)nn(C)c3nc2c1
  17	-18	-7	1	2	3	10	-1.3	5
COc1ccccc1OCC(=O)Nc1ccc(Cl)cc1
  0	0	3	5	-4	2	-4	-0.7	-24
C/C(=N/OCO/N=C(/C)c1ccc(F)cc1)c1ccc(F)cc1
  -2	-14	-7	3	2	7	4	5.7	-21
Cc1ccc(C(=O)NCCc2cc3ccc(C)c(C)c3[nH]c2=O)cc1[N+](=O)[O-]
  -5	-5	-7	-6	0	5	-5	0.6	-4
CC(=O)NCCC(=O)Nc1nc(-c2cccs2)c(-c2cccs2)s1
  10	-16	-5	-1	1	7	8	3.7	8
CCS(=O)(=O)N1Cc2ccccc2CC1C(=O)Nc1nnc(C2CC2)s1 (centres undefined)
  -1	-5	-1	-4	2	5	-6	1.1	-6
CCN(CC)c1ccc(-c2nn3c(-c4ccccc4OC)nnc3s2)cc1
  5	6	-11	14	93*	87*	-35	0.7	-12
O=C(Cn1c(=O)oc2cc(S(=O)(=O)N3CCCC3)ccc21)NC1CCCc2ccccc21 (centres undefined)
  0	-5	-7	2	-4	2	12	-0.1	-1
CCOc1ccc(C2c3cc(OC)c(OC)cc3CC(=O)N2c2ccccc2)cc1 (centres undefined)
  -4	13	2	8	4	6	-16	0.4	-10
O=C(CCCCl)NC(=S)Nc1ccc(CN2CCOCC2)cc1
  1	13	0	.	0	-2	-1	-1.3	-9
COc1ccc2c(c1)c(CC(=O)Nc1cccc(S(N)(=O)=O)c1)c(C)n2C(=O)c1ccc(Cl)cc1
  -4	-7	-25	.	5	-6	22	-0.2	40
Cc1cc(OCCCCNC(C)C)cc(C(C)C)c1
  0	-14	-10	4	-2	3	-2	2.2	-30
CCN(C(=O)Cn1cc(C(F)(F)F)ccc1=O)c1c(N)n(Cc2ccccc2)c(=O)[nH]c1=O
  0	-23	-4	-3	-3	2	-1	2.6	17
Cc1cnn(CCC(=O)NNC(=S)NCC(C)C)c1
  1	-7	-2	1	1	1	5	1.8	-7
Cc1cccc2cc(C#N)c(N3CCN(C)CC3)nc12
  2	2	-4	15	1	1	-33	0.3	-54
CN1CCN(c2ccccc2NC(=O)c2ccc(-c3ccc(Cl)cc3Cl)o2)CC1
  -10	-2	-4	8	-5	2	-9	-2.0	-66
C=CCn1c(SCC(=O)Nc2sc(C)c(C)c2C(=O)OCC)nnc1-c1sc(N)nc1C
  -9	-5	-6	0	0	2	6	0.3	-4
COc1ccc(N(CC(=O)Nc2cccc(C)c2)S(=O)(=O)c2c(C)n[nH]c2C)cc1
  1	-6	-7	0	-3	8	2	-0.5	20
CCNC(=O)c1sc(=S)n(CC)c1N
  7	-10	-3	7	-2	2	-4	0.5	-4
CCCCC(=O)NC(=S)Nc1ccc(S(=O)(=O)N2CCCC2)cc1
  -2	-22	-12	-3	-2	6	-4	0.6	3
CCOC(=O)c1[nH]c(C)c(C(=O)NCCCOC(C)C)c1C
  3	-14	-1	1	1	8	-10	-1.1	1
COc1ccccc1N1CCN(c2ncnc3nc[nH]c23)CC1
  -1	-1	-8	7	2	5	5	-1.6	-3
CCS(=O)(=O)N1N=C(c2ccccc2)CC1c1ccc2nccnc2c1 (centres undefined)
  2	-15	0	-5	1	3	7	0.3	2
COCCCNCCCCOc1ccc(Br)cc1Cl
  -2	-5	-8	6	6	7	-2	-0.7	-24

# 2 entries from above in another layout.
> CCOc1ccc(C2c3cc(OC)c(OC)cc3CC(=O)N2c2ccccc2)cc1 (centres undefined)
  Runt-CBFb FRET = -4 | S1P4 antag = 13 | RBBP9 inh = 2 | NPY Y1 blocker = 8 | Ba/F3 V617F tox = 4 | BaF3 parental = 6 | NPY-Y2 PAM-ag = -16 | S1P4 ag = 0.4 | NPY-Y1 PAM-ag = -10

> O=C(CCCCl)NC(=S)Nc1ccc(CN2CCOCC2)cc1
  Runt-CBFb FRET = 1 | S1P4 antag = 13 | RBBP9 inh = 0 | NPY Y1 blocker = . | Ba/F3 V617F tox = 0 | BaF3 parental = -2 | NPY-Y2 PAM-ag = -1 | S1P4 ag = -1.3 | NPY-Y1 PAM-ag = -9

# Other results.
# Order of results – Runt-CBFb FRET	S1P4 antag	RBBP9 inh	NPY Y1 blocker	Ba/F3 V617F tox	BaF3 parental	NPY-Y2 PAM-ag	S1P4 ag	NPY-Y1 PAM-ag
COc1cccc(C(=O)COC(=O)c2ccc(NC(=O)c3ccccc3)cc2)c1
  .	-13	-4	1	-2	-1	0	-0.6	-20
O=C(Nc1ccccc1N1CCOCC1)c1ccc2c(c1)OCO2
  2	-28	-2	0	-4	2	-26	-0.5	-11
O=C(Cn1cc[n+](CC(=O)c2ccccc2)c1)c1ccccc1
  0	1	-4	-3	6	10	2	-1.0	-19
CCc1c(C#N)c(SCCC(=O)Nc2cccc(OC)c2)nc2c1C(=O)CC(C)(C)C2
  0	-11	-6	-2	-1	2	-11	-0.2	-38
O=[N+]([O-])c1ccc(N2CCN(S(=O)(=O)c3ccccc3)CC2)cc1NCc1cccnc1
  -1	0	9	-2	-4	2	-6	-1.8	-11
CCC(=O)Oc1ccc(C(=O)Nc2c[nH]c(=O)[nH]c2=O)cc1
  -3	-7	-6	5	-1	4	-3	-4.4	2
COc1cccc(NC(=O)Cn2c(=O)c3c(ncn3Cc3ccccc3)n(Cc3ccccc3)c2=O)c1
  1	18	-16	-4	0	3	9	-3.3	-7
COc1cccc(/C=N\n2c(C)nnc2C)c1OC
  -2	0	-2	0	-3	-1	13	1.6	30
